SIAE inh: human SIAE inhibitors, primary screen, biochemical, fluorescence polarization, FP-Rh probe, 1536-well HTS. actives 0.69% (n = 370,000). Sialate O-acetylesterase (Homo sapiens), Q9HAT2. SIAE FP-Rh probe binding. inhibition, % at 9.66 µM;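 active means inhibition above a cutoff: mean of compounds within the control limits plus 3 SD of those, cut at about 17% in these data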;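 further: 0% = plate median of compound wells and 100% = probe without SIAE protein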
Target sequence (Q9HAT2 whole entry, looked up): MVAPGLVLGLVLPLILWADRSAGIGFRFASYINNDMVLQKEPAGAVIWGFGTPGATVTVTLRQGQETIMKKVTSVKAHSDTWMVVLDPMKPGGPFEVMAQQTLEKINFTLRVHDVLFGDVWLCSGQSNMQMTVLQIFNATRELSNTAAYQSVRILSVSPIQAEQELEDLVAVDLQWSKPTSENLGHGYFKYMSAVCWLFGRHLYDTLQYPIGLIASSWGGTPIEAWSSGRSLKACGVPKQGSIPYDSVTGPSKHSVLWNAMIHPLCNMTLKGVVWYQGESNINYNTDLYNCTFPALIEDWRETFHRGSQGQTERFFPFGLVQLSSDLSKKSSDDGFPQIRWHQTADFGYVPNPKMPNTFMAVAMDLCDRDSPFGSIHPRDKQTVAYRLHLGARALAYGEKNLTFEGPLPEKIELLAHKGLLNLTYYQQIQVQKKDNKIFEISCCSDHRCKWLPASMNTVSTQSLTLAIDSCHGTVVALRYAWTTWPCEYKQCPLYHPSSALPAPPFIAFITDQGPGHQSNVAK
NR1D1 modulator: modulators of Rev-erb alpha DNA binding, primary screen, biochemical, FITC-DNA, fluorescence polarization, uHTS | activity, % at 10 µM | actives 0.79% (n = 370,000) | Rev-erbα–FITC-DNA binding, 90 min | Nuclear receptor subfamily 1 group D member 1 (Homo sapiens), P20393;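 active means activity above about 14%, limit read from the data; passing the limit was not always enough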;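 further: 0% = DMSO wells with 35 nM protein and 100% = DMSO wells with 750 nM protein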
LEDGF integ inh: blockers of LEDGF/p75-dependent integrase strand transfer – biochemical, TR-FRET, high throughput, primary screen. inhibition, % at 3.7 µM. HIV-1 integrase (with human LEDGF/p75). AID 743269, 2014. TR-FRET IN-LEDGF/p75 DNA integration, Eu/Cy5. actives 0.64% (n = 370,000);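 active means inhibition above the screen-wide mean plus 3 SD, cut at about 13% in these data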;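 further: signal is the Cy5 over europium emission ratio at 671 and 618 nm; 0% = plate median of compound wells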
rCAG binder: binders of r(CAG) RNA repeats, primary screen, biochemical, fluorescence | r(CAG) RNA repeat, TO-PRO-1 dye displacement fluorescence | inhibition, % at 3 µM | actives 1.3% (n = 370,000);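 active means inhibition above the plate cutoff, the mean of all test compounds on that plate plus 3 SD, cut at about 35% in these data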;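 further: 0% = DMSO alone and 100% = 100 µM mitoxantrone as full dye displacement; higher means more dye released from RNA so lower well fluorescence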
HTRA1 inhibitor: HTRA1 serine protease inhibitors, primary screen, biochemical, fluorescence polarization, HTS; actives 0.5% (n = 340,000); inhibition, % at 5.96 µM; recombinant HTRA1, FP-rhodamine activity-based probe; Q92743; AID 504803, 2011; in the data active means inhibition above about 36%;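 further: 0% = enzyme with DMSO and 100% = wells lacking enzyme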
PG9 Ab binder: binders of HIV-1 gp120 antibody PG9, primary screen, biochemical, TR-FRET | TR-FRET gp120-PG9 antibody binding | inhibition, % at 6.7 µM | actives 0.43% (n = 360,000); in the data active means inhibition above about 8.5%
mABHD4 FP: ABHD4 inhibitors, primary screen, biochemical, fluorescence polarization, mouse; (Lyso)-N-acylphosphatidylethanolamine lipase (Mus musculus), Q8VD66; purified mABHD4, FP-Rh probe fluorescence polarization; inhibition, % at 8.92 µM; actives 0.54% (n = 370,000); AID 720543, 2013;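 active means inhibition exceeding the mean over every tested compound plus 3 SD, cut at about 30% in these data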;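 further: 0% = plate median of compound wells and 100% = S159A mutant with DMSO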
Target sequence (Q8VD66 whole entry, looked up): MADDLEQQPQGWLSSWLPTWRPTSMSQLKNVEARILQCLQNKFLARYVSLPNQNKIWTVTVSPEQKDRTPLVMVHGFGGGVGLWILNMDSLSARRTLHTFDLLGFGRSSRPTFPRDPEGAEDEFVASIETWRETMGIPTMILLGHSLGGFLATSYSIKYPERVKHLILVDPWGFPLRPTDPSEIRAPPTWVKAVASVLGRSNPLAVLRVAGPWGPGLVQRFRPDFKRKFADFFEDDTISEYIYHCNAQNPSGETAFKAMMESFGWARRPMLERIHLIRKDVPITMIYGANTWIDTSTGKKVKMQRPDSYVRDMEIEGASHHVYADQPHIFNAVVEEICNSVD
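Assay system: mouse ABHD4 enzyme, wild type / Also added: fluorescent activity-based probe FP-Rh / Doses: single nominal dose of 8.92 µM, 0.89% DMSO final / Timing: 45 min compound pre-incubation plus 60 min probe step, 25 °C / Signal: FP readout, ex 525 nm / em 598 nm / Control set: S159A mutant/DMSO as 100%, compound-well median as 0%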
PRMT1 FP inh: PRMT1 methyltransferase inhibitors, primary screen, biochemical, fluorescence polarization. Protein arginine N-methyltransferase 1 (Homo sapiens), Q99873. recombinant PRMT1, activity-based probe fluorescence polarization. inhibition, % at 2.79 µM. actives 1.3% (n = 370,000). AID 652257, 2013;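 active means inhibition above about 21% made by adding two undisclosed values, limit read from the data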
TDP2 absorb: human TDP2 enzyme inhibitors, primary screen, biochemical, epi absorbance, recombinant enzyme. T5PNP hydrolysis, p-nitrophenol absorbance 415 nm. inhibition, % at 12.8 µM. actives 0.34% (n = 370,000);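 active means inhibition above the mean of all tested compounds plus 3 SD, set per campaign, cut at about 25% in these data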;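 further: 0% = DMSO with enzyme and 100% = buffer with substrate but no TDP2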
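Material: recombinant human TDP2; quantity: TDP2 enzyme at 120 nM final; medium: Tris-HCl pH 7.5 with MgCl2; compound: single concentration, 12.8 µM nominal, with 1% DMSO; incubation: 2 h enzyme incubation at 37 °C; signal: epi absorbance; measure: percent inhibition; benchmarks: high control without enzyme, low control DMSO plus TDP2; repeats: singlicate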
TCR-CD3 inh: inhibitors of human TCR-CD3 interaction, primary screen, biochemical, fluorescence, TAMRA-labeled TCR probe; T-cell receptor (TCR); inhibition, % at 9.4 µM; actives 0.37% (n = 360,000); in the data active means inhibition above about 19%;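 further: recombinant mutant TCR 2C K166C tagged with TAMRA read by polarization; 0% = receptor in buffer alone and 100% = receptor with positive control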
* marks the source's active call; other numbers are inactive results; · = no result given.

SMILES	SIAE inh	NR1D1 modulator	LEDGF integ inh	rCAG binder	HTRA1 inhibitor	PG9 Ab binder	mABHD4 FP	PRMT1 FP inh	TDP2 absorb	TCR-CD3 inh
CCc1nc2c(OCc3ccccc3C(=O)OC)cccn2c1N(C)C(=O)Nc1ccccc1OC	2	-2	8	3	·	-0.8	2	3	-13	-6
NC(=O)C1=C[C@@H](c2ccc(Br)cc2)C[C@@H](OCc2ccc(CO)cc2)O1	-9	-5	1	1	-11	0.1	-12	6	1	2
O=C(Nc1ccc(NC(=O)C2CC2)nc1)c1ccco1	4	-2	-2	-2	-2	0.0	-2	2	-2	-5
Cc1ccc2nc(-c3ccc(SCC(=O)Nc4nc(C)cs4)nc3)[nH]c2c1	-22	-2	-1	4	-5	-3.2	-5	-2	-5	4
Cc1ccc(-c2nc(-c3ccc(Cl)cc3)sc2CC(=O)O)c(C)c1	0	-6	3	45*	-20	1.8	-5	0	6	2
CSC1=NCCN1S(=O)(=O)c1ccc(C)cc1	-3	2	0	-3	1	1.0	-5	0	0	-7
CCCCn1nnnc1C(CCSC)N1CCN(C/C=C/c2ccccc2)CC1 (stereo unspecified)	6	-5	2	-3	·	0.3	0	-3	-5	14
CC(=O)Nc1ccc(NC(=O)Cn2cc3c(n2)CCC(C)C3)cc1 (stereo unspecified)	8	2	2	3	·	0.5	2	-2	-7	-1
Cc1cccc(Nc2nnc(SCC3CCCCO3)s2)c1 (stereo unspecified)	7	-2	0	-4	-9	0.8	-4	0	12	-5
CC1CCCC(C)N1C(=O)COC(=O)CNC(=O)c1ccc(Cl)cc1Cl (stereo unspecified)	-3	-1	-4	-8	-3	-2.7	-4	0	-3	-4
Cc1ccnc(NC(=O)Cc2ccc(F)cc2)n1	6	0	-2	-2	8	-0.2	2	3	-2	-5
O=C(O)c1ccc(-c2nc3ccccc3s2)o1	6	4	3	2	3	0.7	-4	5	-2	5
COc1ccccc1N1CCN(C(=O)CCS(=O)(=O)c2ccc3c(c2)oc(=O)n3C)CC1	-3	2	-1	-6	1	-1.7	-1	2	-7	7
Cc1nn(C2CCS(=O)(=O)C2)c(C)c1CN(C)C(=O)c1ccc(F)cc1 (stereo unspecified)	4	-8	4	2	1	-1.0	5	-2	-4	-1
C[C@@H]1CCN(C2CC2)S(=O)(=O)c2ccc(N3CCC[C@H]3CO)cc2O1	0	6	-3	7	·	·	3	1	-5	·
O=C(CSCc1ccccc1Br)NNC(=S)NCc1ccco1	-3	3	-2	5	8	-0.8	4	1	-15	-3
O=C(Nc1ccc(Cc2ccc(NC(=O)C3CC3)c(O)c2)cc1O)C1CC1	9	6	2	6	-11	2.8	-6	-2	-5	-5
CCOc1ccc(S(=O)(=O)N2CCC(C(=O)OCc3cccc(OC)c3OC)CC2)cc1	0	-2	3	2	-24	-1.2	2	-4	-5	-1
Cc1cc(C)nc(Nc2ccc(N3CCOCC3)cc2)n1	3	1	-6	-2	15	-4.3	2	0	-1	-1
O=C(O)c1ccccc1-c1nc2ccccc2c(=O)[nH]1	7	-3	2	3	-2	-3.4	-4	0	-18	-7
O=c1[nH][nH]c(=O)c(Cl)c1Cl	5	-3	1	0	5	-1.4	5	3	2	1
O=C(NCCc1ccccc1)C(c1ccncc1)N(C(=O)c1csnn1)C1CC1 (stereo unspecified)	0	-4	-1	1	2	0.0	7	0	2	-3
COc1cccc2c1N1C(=O)c3c(C(=O)O)cccc3C1CC2(C)C (stereo unspecified)	-4	1	3	5	5	2.8	7	2	-1	2
CSc1nc2nc3c(cc2c(=O)[nH]1)C(O)Oc1ccc(C)cc1-3 (stereo unspecified)	-2	-6	3	13	-16	-1.4	-11	-2	7	10
Cc1ccc(NC(=O)CCC(=O)NNC(=O)/C=C/C(=O)O)c(C)c1	-14	2	11	3	-3	1.0	-1	3	1	12

Next part
SMILES	SIAE inh	NR1D1 modulator	LEDGF integ inh	rCAG binder	HTRA1 inhibitor	PG9 Ab binder	mABHD4 FP	PRMT1 FP inh	TDP2 absorb	TCR-CD3 inh
COc1cccc2c(=O)n(CC(=O)Nc3ccc(F)cc3)ccc12	-2	8	0	6	0	6.7	4	-3	5	7
COc1ccccc1C1c2[nH]c3ccccc3c2CCN1Cc1cnc(C)s1 (stereo unspecified)	2	-4	0	-6	-20	-1.8	1	-1	-4	3
CCOC(=O)Cn1c(=O)oc2cc(S(=O)(=O)N(C)c3cccc(C)c3)ccc21	7	2	-4	-5	0	1.4	-7	-1	-6	-1
O=C(NCCCNC(=O)c1cnccn1)c1cccc(Cl)c1	-8	3	-3	0	-1	-1.2	9	3	-16	-10
O=C(NCCCc1ccccc1)c1cccc(Br)c1	-4	-2	-1	-1	-14	-0.8	-5	0	0	5
O=C(NC(=S)Nc1ccc2ncccc2c1)c1ccccc1	4	0	-1	1	1	-0.3	-4	-3	6	-3
Cc1n[nH]c(=O)c2c(NC(=O)CSc3ccccc3F)oc(C)c12	2	-7	0	-1	-5	-1.0	3	3	7	-4
O=C(O)c1ccc(Cl)c(S(=O)(=O)Nc2ccccc2N2CCOCC2)c1	-6	1	-3	3	2	-2.0	16	0	3	-1
CCOCCCNC(=O)/C(C#N)=C/c1ccccc1F	1	-1	-3	-3	-3	0.9	3	-1	-1	3
N#Cc1ccccc1COC(=O)CCN=C1NS(=O)(=O)c2ccccc21	-4	7	0	3	11	0.5	6	1	-8	4
Cc1cc(N/N=C/c2ccc(N(C)C)cc2)c2ccccc2n1	5	-8	-4	0	-7	0.5	6	3	-10	2
CCc1ccc(OCC(=O)O/N=C(\N)c2ccncc2)c(Br)c1	-4	0	-1	-4	-8	0.0	-23	6	-15	0
Cc1cccc(OCC(=O)Nc2ccc(C(=O)Nc3ccccc3C(=O)O)cc2)c1C	-22	5	-3	41*	-13	-2.3	-20	5	-13	1
CN1CCN(CC(=O)Nc2ccc(Cl)cc2Cl)CC1	3	0	-1	-7	-4	-1.7	-11	0	6	0
CCn1c(COc2cc(C)cc(C)c2)nnc1SCC(=O)N1CCN(c2ccccc2)CC1	6	-1	2	1	4	-0.3	1	-4	0	-4
COc1ccc(-c2nc(-c3cccc([N+](=O)[O-])c3O)cc(=O)o2)cc1OC	-13	-19	2	2	3	0.6	-2	3	1	-2
CCOc1ccccc1CN1CCN(C/C=C/c2ccc(OC)cc2)CC1CCO (stereo unspecified)	3	3	-3	-8	2	0.0	0	-2	-6	7
CCOC(=O)c1cn(CC(=O)Nc2cccc(Cl)c2)nn1	-4	5	-2	-2	-15	1.1	4	2	0	3
CC(=O)c1ccccc1OCC(O)CN1CCN(CCN2C(=O)c3cccc4cccc(c34)C2=O)CC1 (stereo unspecified)	2	1	-3	-8	-1	-0.8	0	2	8	0
FC(F)Oc1ccc(NC(=S)NC23CC4CC(CC(C4)C2)C3)cc1	12	1	5	-3	-14	2.4	-7	-3	-2	-6
Cc1ccc(N2CC(C(=O)NCCS(=O)(=O)N3CCN(c4ccccc4)CC3)CC2=O)cc1 (stereo unspecified)	0	2	2	5	5	2.3	0	-3	-22	1
CC(C)Cn1c(N)c(C(=O)COC(=O)C2CCCCC2)c(=O)n(C)c1=O	0	1	3	-6	-13	-1.4	4	-2	-6	4
CN(C)S(=O)(=O)c1ccc(C(=O)Nc2ccccc2C(=O)O)cc1	-11	0	-2	24	-4	-0.6	-1	2	1	6
CCOc1ccccc1NC(=O)CSc1nc2cc(O)ccc2c(=O)n1-c1ccc(OC)c(OC)c1	-8	6	-1	15	-6	-1.9	-1	6	-4	-1
CC(C)OC(=O)Nc1ccc2c(c1)N(C(=O)CCN(C)C)c1ccccc1CC2	6	-3	3	7	-6	-0.6	0	2	12	12

(more compounds)
SMILES	SIAE inh	NR1D1 modulator	LEDGF integ inh	rCAG binder	HTRA1 inhibitor	PG9 Ab binder	mABHD4 FP	PRMT1 FP inh	TDP2 absorb	TCR-CD3 inh
CCn1c(SCC(=O)N2CCCC2)nc2c(c1=O)SC(C)C2 (stereo unspecified)	-5	1	2	1	4	-0.2	-4	-1	-11	-3
O=C(Nc1ccc(Cl)cc1F)C1CCCN(C2=NS(=O)(=O)c3ccccc32)C1 (stereo unspecified)	-5	1	0	20	-9	-2.2	-1	0	16	4
CCC1CN(C(=O)NCc2ccc(C)cc2)c2cc(Cl)ccc2O1 (stereo unspecified)	-4	2	-3	-1	-45	0.1	1	7	-1	-7
O=C(Cn1c(CO)nc2ccccc21)Nc1ccc2c(c1)OCCCO2	3	-4	-1	0	5	1.6	0	2	8	-2
Cc1cn(CC(=O)NCc2ccccn2)c(=O)[nH]c1=O	-3	0	3	1	6	-0.9	0	1	9	8
Cc1cccc(NC(=O)CCCCC(=O)Nc2cccc(C)c2)c1	-4	-1	1	-7	·	-1.9	-2	3	-1	-6
CCN(CC)C(=O)CSc1nc(O)c(Cc2ccccc2)c(=O)n1-c1ccccc1C	13	-4	-2	2	-5	-2.6	0	3	8	7
CCOC(=O)C1=C(C)NC(C)=C(C(=O)OCC)C1c1cn(-c2ccccc2)nc1-c1ccco1	0	2	-1	4	-3	-0.8	-2	-2	-2	0
CCOC(=O)CSc1cc(=O)n(CC)c2ccccc12	-13	2	-4	0	-1	-6.2	-9	5	-12	8
Cc1cc2ccccc2n2c(SCC(=O)N3CCOCC3)nnc12	6	2	1	4	2	-5.3	1	1	9	2
COc1ccc(NC(=O)c2cccc(-n3cnnn3)c2)cc1	-4	1	-2	-1	-3	0.6	0	-2	5	5
N#CCn1c(Cc2ccccc2)nc2ccccc2c1=O	2	-1	-3	2	0	2.0	2	3	-3	-8
COC(=O)c1cccc(N(CC(=O)NC2CCCC2)C(=O)CNC(=O)c2cccs2)c1	2	-5	-4	-6	-1	0.1	7	-3	7	-5
CC/C(=C\c1ccc(N(C)C)cc1)c1ccncc1	4	4	1	2	10	-2.0	2	2	8	-2

Single entries from the results shown:
rCAG binder, CCC1CN(C(=O)NCc2ccc(C)cc2)c2cc(Cl)ccc2O1 (stereo unspecified) = -1
LEDGF integ inh, CCn1c(SCC(=O)N2CCCC2)nc2c(c1=O)SC(C)C2 (stereo unspecified) = 2

Assay outcomes deposited in PubChem BioAssay by several laboratories.

The list is partial (hit frequency here may not be typical).
